Bioassay records: PubChem BioAssay, several laboratories
PriA SSB inh: inhibitors of Klebsiella pneumoniae PriA binding to SSB C-terminal tail, primary screen, biochemical, AlphaScreen. PriA–SSB C-terminal tail interaction (Klebsiella pneumoniae). AlphaScreen SSBct-PriA binding, biotinylated peptide. inhibition, % at 33 µM. 430,000 compounds, 0.6% hits; in the data active = inhibition mostly above about 37%, no sharp cut-off; inactive = mostly below about 20%;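 note: plate controls were negative control peptide for no effect and reference peptide for full effect; strong numbers were not always called active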
GDH-TPI inh: GDH-TPI coupling enzyme inhibitors, primary screen, artefact control for M. tuberculosis FBA inhibitor project, biochemical, absorbance, full deck | GDH-TPI coupled enzyme counterscreen, NADH absorbance | inhibition, % at 4.8 µM | 360,000 compounds, 1.2% hits; in the data active = inhibition above about 30%;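 note: 0% = DMSO wells and 100% = wells lacking the enzyme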
Rv3671c protease: Rv3671c serine protease inhibitors, primary screen, biochemical, fluorescence polarization, M. tuberculosis H37Rv; P9WHR9; inhibition, % at 5.96 µM; 320,000 compounds, 0.048% hits; in the data active = inhibition above about 38%;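 note: extracellular domain of Rv3671c used as enzyme; 0% = enzyme with DMSO and 100% = no enzyme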
Target sequence (P9WHR9 whole entry, looked up, the tested form may be a part): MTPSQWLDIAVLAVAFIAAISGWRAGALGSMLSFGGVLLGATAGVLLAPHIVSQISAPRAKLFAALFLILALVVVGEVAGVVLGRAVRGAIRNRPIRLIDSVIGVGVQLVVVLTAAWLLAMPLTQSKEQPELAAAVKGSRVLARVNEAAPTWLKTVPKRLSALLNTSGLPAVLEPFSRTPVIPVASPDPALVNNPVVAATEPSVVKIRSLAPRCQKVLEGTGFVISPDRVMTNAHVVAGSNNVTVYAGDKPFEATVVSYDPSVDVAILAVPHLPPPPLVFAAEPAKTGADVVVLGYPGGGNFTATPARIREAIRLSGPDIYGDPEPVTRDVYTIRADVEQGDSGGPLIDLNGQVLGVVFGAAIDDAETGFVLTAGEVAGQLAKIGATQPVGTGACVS
Mtb FBA inh: Mtb FBA enzyme inhibitors, primary screen, biochemical, fluorescence, strain H37Rv; Fructose-bisphosphate aldolase (Mycobacterium tuberculosis (strain ATCC 25618 / H37Rv)), …; purified M. tuberculosis FBA, fluorescence read-out; inhibition, % at 1 µM; 360,000 compounds, 2.3% hits; in the data active = inhibition above about 27%;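 note: 0% = vehicle and 100% = reference inhibitor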
Target sequence (P9WQA3 whole entry, looked up): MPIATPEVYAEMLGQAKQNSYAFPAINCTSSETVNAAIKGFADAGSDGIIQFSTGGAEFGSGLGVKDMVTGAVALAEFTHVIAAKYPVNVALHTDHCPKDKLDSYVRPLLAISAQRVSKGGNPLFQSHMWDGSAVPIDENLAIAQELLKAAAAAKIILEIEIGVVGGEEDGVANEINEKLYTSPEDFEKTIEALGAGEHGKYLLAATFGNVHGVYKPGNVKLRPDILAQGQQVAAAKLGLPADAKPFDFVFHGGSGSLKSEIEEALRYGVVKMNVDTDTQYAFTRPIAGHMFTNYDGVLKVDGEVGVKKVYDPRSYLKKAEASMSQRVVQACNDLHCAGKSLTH
SARS 3CLpro inh: SARS-CoV 3CLpro protease inhibitors, primary screen, biochemical, quenched FRET; Replicase polyprotein 1ab (Severe acute respiratory syndrome coronavirus), P0C6X7; recombinant SARS-CoV 3CLpro, quenched FRET peptide cleavage; inhibition, % at 6 µM; 290,000 compounds, 0.14% hits; AID 1706, 2009; in the data active = inhibition above about 12%
BH1578 lux ind: inducers of Vibrio cholerae quorum light production without autoinducers, primary screen, BH1578 luxS cqsA deficient, single point | V. cholerae BH1578 lux reporter, luminescence, 6 h | activation, % at 18.7 µM | 350,000 compounds, 0.16% hits; in the data active = activation mostly above about 9.7%, no sharp cut-off; note: not every result past the cut was called active; inactives centre near 0; reference of the scale not given here
Mtb UGM inh: M. tuberculosis UGM enzyme inhibitors, primary screen, biochemical, fluorescence polarization, single point | UDP-galactopyranose mutase (Mycobacterium tuberculosis (strain ATCC 25618 / H37Rv)), … | purified UGM, fluorescence polarization probe displacement | inhibition, % at 10 µM | 320,000 compounds, 0.06% hits | AID 504406, 2011; in the data active = inhibition above about 10%, passing the limit was not always enough
DUSP3 inh: VHR1 phosphatase inhibitors, primary screen, biochemical, absorbance, uHTS | 290,000 compounds, 0.52% hits | recombinant VHR phosphatase, pNPP absorbance | inhibition, % at 13.3 µM | Dual specificity protein phosphatase 3 (Homo sapiens), P51452; in the data active = inhibition above about 50%; note: some compounds called inactive have numbers as strong as hits
Target sequence (P51452 whole entry, looked up): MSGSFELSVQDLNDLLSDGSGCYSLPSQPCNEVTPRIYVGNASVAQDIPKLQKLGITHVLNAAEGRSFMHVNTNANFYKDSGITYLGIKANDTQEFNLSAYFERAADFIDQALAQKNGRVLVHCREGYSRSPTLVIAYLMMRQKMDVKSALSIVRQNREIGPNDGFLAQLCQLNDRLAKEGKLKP
Mtb BioA inh: M. tuberculosis BioA enzyme inhibitors, primary screen, biochemical, plate reader, single point, HTS; 7,8-diaminopelargonic acid synthase BioA (Mycobacterium tuberculosis); purified M. tuberculosis BioA enzyme; inhibition, % at 9.99 µM; 360,000 compounds, 0.096% hits; AID 602481, 2012; in the data active = inhibition above about 40%
MazF activator: activators of E. coli MazEF toxin-antitoxin RNase, primary screen, biochemical, fluorescence, uHTS; 350,000 compounds, 0.32% hits; Endoribonuclease toxin MazF (Escherichia coli (strain K12)), P0AE70; FAM/BHQ RNA-DNA oligo cleavage fluorescence, 5 h; activation, % at 20 µM; AID 504720, 2011; in the data active = activation above about 50%
Target sequence (P0AE70 whole entry, looked up): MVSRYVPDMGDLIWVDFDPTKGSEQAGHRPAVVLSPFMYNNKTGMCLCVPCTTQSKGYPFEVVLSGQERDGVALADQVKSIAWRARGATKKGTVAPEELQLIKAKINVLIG
* hit, by the source's call; i = inactive; x = not tested or not shown; & = joins results of further samples.

SMILES	PriA SSB inh	GDH-TPI inh	Rv3671c protease	Mtb FBA inh	SARS 3CLpro inh	BH1578 lux ind	Mtb UGM inh	DUSP3 inh	Mtb BioA inh	MazF activator
CCCNC(=O)C(Cc1ccc(C(F)(F)F)cc1)NC(=O)c1ccc(C#N)cc1 (centres undefined)	-3	-1	-1	-2	x	i	0.1	x	-1.6	5
Clc1ccc(N/N=C/c2cccnc2)cc1	x	12	-14	4	0	1.8	-1.4	28	5.5	0
CC(Sc1ccc(S(=O)(=O)N2CCCC2)cn1)C(N)=O (centres undefined)	-13	0	3	2	x	-0.3	-2.4	x	-5.3	0
O=C(O)CCCCCNS(=O)(=O)/C=C/c1ccccc1	-17&-15&5	4	-6	1	-3	-0.4	-2.1	-8	x	1
Nc1ccc2c(c1)C(=O)CCC2	x	12	x	-3	x	-10	x	x	4.7	-1
O=C(N/C=C/c1ccco1)Nc1cccc(Cl)c1	-15	-4	-8	4	1	-0.7	1.8	22	0.8	-8
C[C@H](N)C(=O)N1CCC(C(=O)N[C@@H](Cc2ccccc2)C(=O)Nc2ccc(F)cc2)CC1	-8	9	3	4	-2	-0.6	-0.6	16	0.6	-1
CCC(C)[C@H](NC(=O)NCc1ccco1)C(=O)OC (some centres undefined)	-1	5	6	1	2	0.2	-0.8	24	-0.8	-4
O=C(O)c1ccccc1CSC1=NCCS1	-5	6	-5	0	-1	-0.3	-3.2	11	x	2
Nc1nc(=S)c2ncn(C3OC(CO)CC3O)c2[nH]1 (centres undefined)	-15	24	x	-1	x	-0.8	x	x	x	16
CCOC(=O)c1c(NC(=O)CC2Nc3ccccc3NC2=O)sc(C)c1C (centres undefined)	-7	8	3	0	7	-0.7	-3.7	34	-4.2	-42
CCc1cc2ccccc2nc1Cl	-14	-5	-1	4	1	-0.4	-2.7	5	-0.7	5
O=C(COC(=O)c1n[nH]c(=O)c2ccccc12)Nc1ccccc1F	-8	-5	0	0	x	1.2	0.2	x	-0.7	-4
CNC(=O)N(O)C1N(/N=C/c2cccs2)C(=S)SC1(C)C (centres undefined)	i	23	0	1	13*	-2.0	-0.6	-5	x	9
Cc1cc(C)nc(SCCC(=O)N2CCOCC2)n1	-12	1	-3	-1	0	i	-0.1	13	-1.4	9
O=C(O)C1C2C=CC(C2)C1C(=O)Nc1nccs1 (centres undefined)	-12	6	-3	-4	-1	i	2.1	19	0.8	3
O=C(Nc1ccc2c(c1)OCO2)C1CCN(Cc2cc3c(cc2O)OCO3)CC1	3	5	0	-1	-3	-0.5	1.2	-36	3.9	-2
CCCCCOc1ccc(N2C(=O)CC(N(O)c3ccccc3)C2=O)cc1 (centres undefined)	2	6	-15	-1	3	i	-1.7	10	2.6	-5
CC12CN3CC(C)(CN(C1)C3c1ccc(Br)cc1O)C2 (centres undefined)	-6	1	6	0	1	4.3	-2.9	18	-1.1	0
CC(NC(=O)c1ccccc1)c1nc2ccccc2n1Cc1ccccc1F (centres undefined)	x	x	-8	x	-9	x	1.6	7	x	x
COc1cccc(CN2CCC(Oc3ccc(C(=O)NCc4ccccn4)cc3)CC2)c1	-16	1	1	-3	1	-13	1.8	2	-1.2	4
COC(=O)c1sccc1NC(=O)Nc1cccc(OC)c1	-7	2	-10	-1	-2	i	-2.0	15	1.2	7
O=P(COCCOCP(=O)(c1ccccc1)c1ccccc1)(c1ccccc1)c1ccccc1	-8	0	6	-2	6	i	0.0	32	1.1	-4
COc1ccc(-c2ccc(CN3C(CC(C)C)C(=O)N(Cc4cn(CCC5OCCCO5)nn4)CCS3(=O)=O)cc2)cc1OC (centres undefined)	x	0	x	0	x	-0.5	x	x	-1.1	22
Cc1cc(NC(=O)CN2C(=O)/C(=C/c3cccc(Br)c3)SC2=S)no1	3	-3	-9	-2	5	-1.0	-0.1	14	x	1
CCOC(=O)c1cnc(Nc2nc3ccccc3o2)nc1CSc1nnc(C)s1	-1	4	-5	3	1	i	0.1	x	-1.5	7
CC(C)=CC(=O)OCC(=O)Nc1cccc([N+](=O)[O-])c1	-1	3	2	-1	2	-0.3	-0.7	-4	x	4
COc1ccc(N(CC(=O)NCc2ccccc2OC)S(=O)(=O)c2c(C)nn(C)c2C)cc1	-8	-4	-6	1	-1	-0.2	-0.5	29	-0.1	3
Brc1ccc(CN2CCNCC2)s1	-9	6	1	1	2	0.5	-2.7	20	1.3	-2
CCC(C(=O)OCC(=O)N(CC)c1c(N)n(Cc2ccccc2)c(=O)[nH]c1=O)c1ccccc1 (centres undefined)	-6	2	-7	1	x	2.1	-1.4	x	-1.1	3
C=CC[C@H](CC(=O)N(CCO)Cc1ccccc1)C(=O)N[C@H](COC(=O)[C@@H](CC=C)CC(=O)OC(C)(C)C)Cc1ccccc1	7	4	0	0	x	i	0.5	x	-1.6	-1
Cc1ccc(C(=O)N2CCN(c3ccc([N+](=O)[O-])c(NCc4cccnc4)c3)CC2)cc1	8	1	-19	-11	0	-0.2	0.4	-4	x	-10
O=C(Cn1nnc(-c2ccccc2Cl)n1)NCc1ccc2c(c1)OCO2	1	3	-2	2	4	i	1.3	43	0.0	24
Cc1cc(=O)n2nc(N3CCC(C(=O)N4CCN(C)CC4)CC3)sc2n1	-7	4	-5	-3	-4	i	0.0	-8	-0.2	-4
O=C(O)CSc1nc2ccccc2o1	-12	4	-6	-2	3	-0.3	0.1	19	-0.8	4
COc1ccc(C(=O)N2CCN(c3ccc(C(C)=O)cc3F)CC2)cc1S(=O)(=O)NC1CC1	0	2	0	0	x	0.7	2.8	x	14	2
CNC(=O)c1c(NC(NC(=O)c2ccco2)C(=O)c2ccc(Cl)cc2)sc2c1CCCC2 (centres undefined)	0	2	-4	-1	-5	i	1.7	11	x	0
N#CC(=C(O)CN1CCN(c2ccccc2F)CC1)c1nc(-c2ccc(Cl)cc2)cs1	x	11	x	-2	x	0.8	x	x	-1.6	-4
CC(=O)c1cc(Cl)ccc1OCC(=O)NC1CCCC1	-8	2	x	1	x	17	x	x	x	2
CONC(=O)C1CCN(C(=O)OCc2ccccc2)CC1	-4	-7	-5	-3	-5	0.3	-1.1	-2	3.0	11
COc1ccc(OC(=O)N(C)C[C@@H]2OCc3cnnn3CCCC(=O)N([C@@H](C)CO)C[C@@H]2C)cc1	x	12	x	6	x	-0.4	x	x	-1.0&1.3&-0.8	5
CC12CCC(=O)N1C(C(=O)NCCN1C(=O)S/C(=C\c3ccc(F)cc3)C1=O)CS2 (centres undefined)	-15	28	-2	-2	x	10	-0.7	x	x	0
CCOC(=O)C(Cc1ccc(O)c([N+](=O)[O-])c1)N1C(=O)c2ccccc2C1=O (centres undefined)	16	15	x	-1	x	1.1	x	x	x	14
Cc1cc(C)n(-c2nc3nonc3nc2-n2nc(C)cc2C)n1	-7	-3	6	1	-5	i	1.5	12	-2.4	5
CN(C)CC#CCn1c2ccccc2c2ccccc21	9	1	8	0	1	-0.6	-1.0	9	7.0	2
CC1Oc2ccccc2N(CC(=O)Nc2ccccc2F)C1=O (centres undefined)	-4	9	-15	0	0	i	0.9	6	-1.5	2
CC(C)C[C@H]1COc2cc(Br)ccc2S(=O)(=O)N1	x	-1	x	0	x	-0.4	x	x	-1.3	3
CCC(=O)Nc1ccc(-c2csc(C)n2)cc1	5	8	1	-2	-3	-0.6	0.8	-6	-0.4	4
CCCN(C(=O)c1ccc([N+](=O)[O-])c(C)c1)c1c(N)n(Cc2ccccc2)c(=O)[nH]c1=O	6	-1	-9	-1	x	-1.6	-2.2	x	-1.4	7
COc1ccc(S(=O)(=O)N2CCOC2CNC(=O)C(=O)NCCCn2ccnc2)cc1OC (centres undefined)	-5	6	7	7	-3	-0.8	2.9	4	-3.0	0
COc1ccc(S(=O)(=O)Nc2ccccc2C(=O)NC(C)C)cc1OC	-14	1	-2	15	-9	-8.3	2.0	12	-0.2	-2
COc1ccc(N2CCN(c3ccc(NC(=O)C4CCCCC4)cc3C#N)CC2)cc1	-6	2	0	1	2	i	-1.9	3	1.2	-8
COc1ccc(NS(=O)(=O)c2cccc(C(=O)N3CCCC3)c2)cc1	-1	3	10	6	x	i	2.7	x	x	5
Cc1sc(=NC(=O)c2ccco2)n(C)c1-c1ccc(F)cc1	16	26	0	-2	0	i	2.4	28	x	4
Cc1ccccc1Cn1cc(NC(=O)c2noc(C(C)C)c2[N+](=O)[O-])cn1	4	12	-4	1	2	i	0.4	27	-1.4	5
CC(C)Cc1nnc(NC(=O)c2cc([N+](=O)[O-])ccc2N2CCOCC2)s1	7	13	2	-6	2	-2.9	1.5	25	0.2	6
Cc1cc(C)cc(NC(=O)CCCSc2nc3ccccc3[nH]2)c1	-5	4	-5	-7	-1	-0.3	0.6	7	x	-7
CCS(=O)(=O)N1CCCC(C(=O)NCCc2ccccc2)C1 (centres undefined)	-16	19	0	-1	2	-1.1	1.4	19	x	5
COc1ccc(OC)c(NC(=O)CSc2nnc(-c3cnccn3)n2C)c1	0	10	-8	0	-4	-0.5	1.4	24	-0.7	4
O=C(Nc1ccc(S(=O)(=O)Nc2cnc3ccccc3n2)cc1)c1cc(F)c(F)cc1Cl	-3	10	3	11	7	i	2.6	-5	0.5	-5

New compounds follow.
SMILES	PriA SSB inh	GDH-TPI inh	Rv3671c protease	Mtb FBA inh	SARS 3CLpro inh	BH1578 lux ind	Mtb UGM inh	DUSP3 inh	Mtb BioA inh	MazF activator
O=C(Cn1cc[n+](Cc2ccccc2)c1)c1ccc([N+](=O)[O-])cc1	-1	0	3	6	-2	i	3.1	12	x	-4
Oc1ccccc1-c1cc(-c2ccccc2)n[nH]1	-10	11	-5	-1	x	-0.6	0.7	x	2.3	13
COc1ccc(N(C)S(=O)(=O)c2cccc(C(=O)NC3CCC(C)CC3)c2)cc1 (centres undefined)	2	2	1	-1	4	-0.1	-0.3	34	x	-1
Brc1ccccc1C1Nc2cccc3cccc(c23)N1	28	11	-3	0	8	i	0.0	12	-1.2	20
Cn1c(C(=O)OC(C(=O)NC2CCCC2)c2cccnc2)cc2sccc21 (centres undefined)	-10	8	-12	5	2	i	-0.9	12	-5.0	1
O=[N+]([O-])c1ccccc1/C=N\N1CCN(Cc2ccccc2Cl)CC1	x	3	0	-3	3	i	2.5	14	-1.3	-6

Record cards, from the list above. Values in the order: PriA SSB inh, GDH-TPI inh, Rv3671c protease, Mtb FBA inh, SARS 3CLpro inh, BH1578 lux ind, Mtb UGM inh, DUSP3 inh, Mtb BioA inh, MazF activator
O=[N+]([O-])c1ccccc1/C=N\N1CCN(Cc2ccccc2Cl)CC1 is entered as x, 3, 0, -3, 3, i, 2.5, 14, -1.3, -6
COc1ccc(N(C)S(=O)(=O)c2cccc(C(=O)NC3CCC(C)CC3)c2)cc1 (centres undefined) is entered as 2, 2, 1, -1, 4, -0.1, -0.3, 34, x, -1
Oc1ccccc1-c1cc(-c2ccccc2)n[nH]1 is entered as -10, 11, -5, -1, x, -0.6, 0.7, x, 2.3, 13
O=C(Cn1cc[n+](Cc2ccccc2)c1)c1ccc([N+](=O)[O-])cc1 is entered as -1, 0, 3, 6, -2, i, 3.1, 12, x, -4

A portion of the library; count on the stated rates, not on these rows.
